# V1aR counter – agonists of human V1a receptor, primary screen, counter-screen for OXTR agonist project, fluorescence, CHO-V1R cells | Vasopressin V1a receptor (Homo sapiens), P37288 | Fluo-8 calcium fluorescence, agonist mode; 0% DMSO, 100% 3 nM vasopressin | activation, % at 3 µM | hit rate 0.25% among 320,000;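 active = activation above the mean activation of all tested compounds plus 3 SD, per screening run, cut at about 20% in these data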;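 note: signal is peak over basal fluorescence ratio across a 100 second FLIPR read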
# Target sequence (P37288 whole entry, looked up): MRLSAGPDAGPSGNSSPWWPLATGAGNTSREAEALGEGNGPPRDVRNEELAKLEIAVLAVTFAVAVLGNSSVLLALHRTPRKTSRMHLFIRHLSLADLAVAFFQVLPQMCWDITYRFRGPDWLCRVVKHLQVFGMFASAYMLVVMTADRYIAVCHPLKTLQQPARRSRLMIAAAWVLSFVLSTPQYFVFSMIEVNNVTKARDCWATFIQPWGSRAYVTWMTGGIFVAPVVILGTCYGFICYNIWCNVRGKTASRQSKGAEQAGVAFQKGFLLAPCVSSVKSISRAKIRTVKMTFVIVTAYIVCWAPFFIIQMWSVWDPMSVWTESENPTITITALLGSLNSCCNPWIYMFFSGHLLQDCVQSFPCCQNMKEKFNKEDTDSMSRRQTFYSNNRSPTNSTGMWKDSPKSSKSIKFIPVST
# CHRM1 agonist – human M1 muscarinic receptor agonists, primary screen, Fluo-8 calcium fluorescence, CHO-K1 cells, HTS; Muscarinic acetylcholine receptor M1 (Homo sapiens), P11229; CHO-K1 hM1, agonist mode; 0% DMSO, 100% acetylcholine EC100; activation, % at 3 µM; hit rate 0.33% among 360,000; AID 588814, 2011;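 active = activation above the run's mean compound activation plus 3 SD, cut at about 16% in these data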;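 note: peak over basal fluorescence ratio within a 140 s kinetic read after compound addition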
# Target sequence (P11229 whole entry, looked up): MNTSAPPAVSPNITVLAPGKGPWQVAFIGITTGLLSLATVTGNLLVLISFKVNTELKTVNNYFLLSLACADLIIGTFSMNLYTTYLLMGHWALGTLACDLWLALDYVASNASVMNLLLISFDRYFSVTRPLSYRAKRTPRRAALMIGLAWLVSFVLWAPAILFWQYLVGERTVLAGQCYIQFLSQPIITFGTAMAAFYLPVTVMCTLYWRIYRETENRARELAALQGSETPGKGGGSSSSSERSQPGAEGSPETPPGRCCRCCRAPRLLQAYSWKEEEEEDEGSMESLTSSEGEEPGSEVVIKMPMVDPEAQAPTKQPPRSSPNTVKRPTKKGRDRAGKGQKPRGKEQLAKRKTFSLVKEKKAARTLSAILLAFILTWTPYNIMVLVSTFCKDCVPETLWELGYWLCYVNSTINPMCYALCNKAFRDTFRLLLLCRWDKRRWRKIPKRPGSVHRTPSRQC
# OXTR potentiator – human OXTR potentiators, primary screen, fluorescence, CHO-OTR cells, Fluo-8 calcium; Oxytocin receptor (Homo sapiens), P30559; hit rate 0.061% among 320,000; AID 2445, 2010; Fluo-8 calcium fluorescence, potentiator mode; 0% = oxytocin EC15, 100% = EC100; activation, % at 3 µM;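 active = activation above that plate's cutoff, the mean activation of tested compounds plus 3 SD, cut at about 6.6% in these data, passing the limit was not always enough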;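 note: 100% uses oxytocin at 75 nM as the full agonist control; some results filed as inactive read as strong as hits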
#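 Assay system: CHO-OTR cells, human receptor / Also added: oxytocin at about EC15, sub-maximal agonist stimulus / Dosing: single dose, 3.0 µM nominal final compound concentration / Incubation: 6 min pre-incubation, 100 s read / Technique: Fluo-8 calcium dye fluorescence / Read-out: % activation vs EC15 and EC100 oxytocin / Benchmarks: EC15 oxytocin low, 75 nM oxytocin high / Replicates: singlicate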
# CHO parental Ca – ATP-evoked calcium signal inhibitors, parental CHO, primary screen, counter-screen for OX1R antagonist project, cell-based, fluorescence, Fluo-8 calcium dye; parental CHO-K1, ATP-induced calcium, Fluo-8 fluorescence; inhibition, % at 5.6 µM; hit rate 0.63% among 330,000; AID 463079, 2010;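 active = inhibition above that plate's mean sample inhibition plus 3 SD, cut at about 26% in these data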;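 note: 0% = ATP-challenged DMSO wells and 100% = DMSO wells without ATP; some compounds past the cut are filed as inactive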
#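 Assay system: parental CHO cells; Read-out basis: percent inhibition of ATP-evoked calcium rise, normalized to controls; Benchmarks: ATP and no-ATP DMSO wells; Compound dosing: single nominal dose of 5.6 µM per compound; Signal: Fluo-8 calcium dye fluorescence; Also added: ATP as calcium-mobilizing challenge; Repeats: singlicate.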
# CHRM1 antagonist – human M1 muscarinic receptor antagonists, primary screen, CHO-K1 cells, Fluo-8 calcium fluorescence, 1536-well. Muscarinic acetylcholine receptor M1 (Homo sapiens), P11229. CHO-K1 hM1, ACh EC80 antagonist. inhibition, % at 3 µM. hit rate 1.3% among 360,000;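 active = percent inhibition above its own plate's cutoff, namely the mean of that plate's compound wells plus 3 SD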;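 note: peak over basal fluorescence ratio during 140 s after agonist addition; 0% = ACh EC80 plus DMSO and 100% = DMSO alone without agonist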
# TAAR1 antag – human TAAR1 antagonists, primary screen, Fluo-8 calcium fluorescence, CHO RD-HGA16 cells; hit rate 1.5% among 360,000; antagonist; inhibition, % at 3 µM;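 active = inhibition above a per-plate cutoff, the mean inhibition of test compounds on that plate plus 3 SD, cut at about 49% in these data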;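 note: 0% = DMSO plus EC80 beta-PEA response and 100% = DMSO alone without agonist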
#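 Assay system: RD-HGA16 CHO cells with stable hTAAR1 and Gα16 / Reagent: EC80 β-phenethylamine stimulus / Doses: 3 µM, single point / Timing: dye loading 75 min at 37 °C, then 30 min room temperature / Measured by: Fluo-8 intracellular calcium dye fluorescence, real-time kinetic reads / Controls: vehicle wells and EC80 agonist wells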
# TAAR1 agonist – human TAAR1 agonists, primary screen, Fluo-8 calcium fluorescence, CHO RD-HGA16 cells. Trace amine-associated receptor 1 (Homo sapiens), Q96RJ0. vehicle wells 0%, saturating PEA agonist 100%. hit rate 0.99% among 360,000. activation, % at 3 µM;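 active = activation above the mean activation of all test compounds in the run plus 3 SD, cut at about 38% in these data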
#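 Repeats: no replicates (n 1) | Material: CHO-derived RD-HGA16 cells with stable Gα16 and human TAAR1 | Technique: Kinetic Fluo-8 calcium fluorescence | Schedule: 17-24 h seeding, 75 min 37 °C dye, 30 min RT | Evaluation: % activation from peak over basal fluorescence ratio, DMSO-to-PEA scaled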
# OXTR agonist – human OXTR agonists, primary screen, fluorescence, CHO-OTR cells, Fluo-8 calcium | Oxytocin receptor (Homo sapiens), P30559 | Fluo-8 calcium fluorescence; normalized: DMSO 0%, oxytocin 100% | activation, % at 3 µM | hit rate 0.32% among 320,000;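 active = activation above the mean of all tested compounds plus 3 SD, cutoff set per screening run, cut at about 20% in these data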;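 note: peak over basal fluorescence ratio from a 100 s FLIPR kinetic read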
# M1 PAM – human M1 muscarinic receptor positive allosteric modulators, primary screen, CHO-K1 cells, Fluo-8 calcium fluorescence, 1536-well; Muscarinic acetylcholine receptor M1 (Homo sapiens), P11229; CHO-K1 hM1, ACh EC20; 0% = ACh EC20, 100% = maximal ACh; hit rate 0.088% among 360,000; activation, % at 3 µM; in the data active = activation above about 19%, passing the limit was not always enough
# * marks the source's active call; other numbers are inactive results; . = no result given. Rows were taken by chance (roughly 3.7% active in at least one column).
structure	OXTR agonist	TAAR1 antag	OXTR potentiator	CHRM1 antagonist	V1aR counter	M1 PAM	CHO parental Ca	CHRM1 agonist	TAAR1 agonist
O=C(NN1CCOCC1)c1cc(-c2ccc(Cl)c(Cl)c2)nc2ccccc12	0.1	-8	-7	0	1.3	6	-6	-4	1
CCn1c(SCC(=O)NNC(=O)c2ccc(OC)cc2)nnc1-c1ccco1	0.3	10	5	8	0.1	-8	-10	0	7
COc1ccc(C(=O)N2c3ccccc3C(=O)OC2c2ccc3c(c2)OCO3)cc1 (configuration not stated)	-0.5	6	-1	0	0.3	0	2	-3	6
CCOC(=O)C1=C(CSc2nc3ccccc3s2)NC(=O)NC1c1cccc([N+](=O)[O-])c1 (configuration not stated)	-1.3	40	-6	8	-0.5	-5	-17	-2	3
COCCN(C(=O)c1cc(Cl)ccn1)c1c(N)n(Cc2ccccc2)c(=O)[nH]c1=O	-0.1	-14	-7	-7	-0.2	6	-4	1	6
CC(C)CCOc1ccc(/C=C2\CCn3c2nc2cc(C(=O)O)ccc2c3=O)cc1	.	4	.	-1	.	3	.	-2	3
CC(C)Nc1nc(Cl)nc(NNC(=O)C(C)Oc2ccccc2)n1 (configuration not stated)	-1.2	-33	-8	-4	1.2	1	-12	-4	1
CC(=O)Nc1nc(C=C(Cl)Cl)cs1	-1.4	5	-10	-35	0.7	10	-3	-1	5
Cc1ccc(-n2nc(C(=O)NN)c(C)c(C#N)c2=O)cc1Cl	-1.3	-16	0	-13	-0.9	13	-17	-4	2
COCCN(C(=O)COC(=O)c1ccccc1Nc1ccccc1)c1c(N)n(Cc2ccccc2)c(=O)[nH]c1=O	-1.2	-7	-6	-13	-1.2	3	-9	-2	6
C/C(=N\NC(=O)COc1cc(C)cc(C)c1)c1ccc(N2CCOCC2)cc1	-1.2	-18	-4	6	0.1	2	-14	3	17
O=C(Nc1ccccc1)c1c(F)c(F)c(F)c(F)c1F	-0.6	-10	4	-27	3.3	8	-12	-3	2
Cc1ccc(S(=O)(=O)N2CCOCC2)c(C)c1-n1cnnn1	0.7	-12	0	-7	0.6	3	5	-6	4
CCn1ncc(Br)c1C(=O)Nc1c(C)nn(Cc2c(F)c(F)c(F)c(F)c2F)c1C	.	-13	.	9	.	-7	.	1	2
CCCn1c(SCC(=O)NC(C)c2ccccc2)n[nH]c1=O (configuration not stated)	0.2	15	-3	-1	-0.6	7	-16	-5	0
CC(C)c1nnc(NC(=O)C2c3ccccc3Oc3ccccc32)s1	6.6	-2	-4	45*	4.4	-19	-9	1	42*
O=C(N/N=C1\CCSC1)c1cc(Cl)ccc1O	12	12	-11	1	8.9	-2	-14	0	18
CC(=O)Nc1cccc(NC(=O)c2cccc(OCc3ccccc3)c2)c1	3.1	28	-12	8	14	-5	-7	4	7
Cc1cccc(-n2ncc3c2CCCC3NC(=O)CCCN2CCCCC2=O)c1C (configuration not stated)	0.2	.	-15	-2	2.8	14	-14	5	.
COc1ccc(C(=O)NC2CC2)cc1OC1CCN(Cc2cnn(C)c2C)CC1	.	-16	.	9	.	0	.	-6	12
O=C(NCCC(=O)N1CCN(c2cccc(Cl)c2)CC1)c1ccc(Br)cc1	1.9	13	-10	-7	3.7	8	-15	-3	-2
CCc1nc2c(OCCc3cccc(OC)c3)cccn2c1N(C)C(=O)c1ccc(OC)cc1	.	-22	.	-4	.	-4	.	-7	4
Cc1ccccc1CC(=O)NCC1CCCCC1	.	-28	.	-9	.	8	.	-5	1
COC(=O)c1c(NC(=O)C2Cc3ccccc3C(=O)O2)sc2c1CCCC2 (configuration not stated)	-0.7	-14	-11	-3	0.5	6	-16	-7	14
Cn1c(=O)cc(Nc2ccccc2)c2c(=O)n(-c3ccccc3)c(=O)n(-c3ccccc3)c21	-1.5	-32	-6	-17	-1.1	16	-21	-4	4

# The list goes on; it opens with the 6 that closed the last part.
structure	OXTR agonist	TAAR1 antag	OXTR potentiator	CHRM1 antagonist	V1aR counter	M1 PAM	CHO parental Ca	CHRM1 agonist	TAAR1 agonist
COc1ccc(C(=O)NC2CC2)cc1OC1CCN(Cc2cnn(C)c2C)CC1	.	-16	.	9	.	0	.	-6	12
O=C(NCCC(=O)N1CCN(c2cccc(Cl)c2)CC1)c1ccc(Br)cc1	1.9	13	-10	-7	3.7	8	-15	-3	-2
CCc1nc2c(OCCc3cccc(OC)c3)cccn2c1N(C)C(=O)c1ccc(OC)cc1	.	-22	.	-4	.	-4	.	-7	4
Cc1ccccc1CC(=O)NCC1CCCCC1	.	-28	.	-9	.	8	.	-5	1
COC(=O)c1c(NC(=O)C2Cc3ccccc3C(=O)O2)sc2c1CCCC2 (configuration not stated)	-0.7	-14	-11	-3	0.5	6	-16	-7	14
Cn1c(=O)cc(Nc2ccccc2)c2c(=O)n(-c3ccccc3)c(=O)n(-c3ccccc3)c21	-1.5	-32	-6	-17	-1.1	16	-21	-4	4
CNC(=O)/C(C#N)=C/c1ccc(-c2ccccc2[N+](=O)[O-])o1	-0.9	1	3	1	-0.7	6	5	-6	6
Cc1ccc(C)c(NC(=O)COc2coc(CN3CCc4ccccc43)cc2=O)c1	2.2	-11	-5	-6	3.0	3	-8	-3	4
O=C1CCC(C(=O)N2CCCC2)CN1CCc1cccc(F)c1 (configuration not stated)	1.3	-11	2	-15	3.8	10	14	-2	0
CC(=O)Nc1cc(C(=O)O)ccc1S(=O)(=O)c1ccc(C)cc1	0.0	-9	2	2	0.8	1	7	-3	11
Cc1cc(C)c(NC(=O)CS(=O)CC(=O)N2CCN(c3ccccc3)CC2)c(C)c1 (configuration not stated)	-1.1	6	2	0	0.6	4	-16	-4	3
COC(=O)Nc1nnc(COc2cccc(C)c2)s1	3.5	2	-2	-7	2.2	6	-11	-4	6
CC(NC(=O)CSc1ncn[nH]1)c1ccc(Cl)cc1Cl (configuration not stated)	.	-11	.	-15	.	9	.	-1	-3
CSCCC(NC(=O)c1ccc([N+](=O)[O-])cc1Cl)C(=O)OC(C)C(=O)NCc1ccco1 (configuration not stated)	-0.6	-22	1	-12	-0.7	6	-16	-2	-1
COc1cc(Cl)ccc1OCc1cc(C(=O)N2C[C@H]3CC[C@H]2C3)no1	-0.7	-7	3	-4	2.9	4	-9	-4	3
CC1CN(S(=O)(=O)c2ccccc2)C(C)N1C(=O)N1CCOCC1 (configuration not stated)	0.5	-10	-10	-12	-0.3	11	0	-4	4
O=C(COC(=O)c1ccccc1[N+](=O)[O-])Nc1nnc(-c2ccccc2)o1	-0.4	-13	2	-2	0.8	7	0	-1	1
COc1cccc2c1OC[C@@H](CO)[C@H]2N(C)C(=O)Nc1ccccc1	1.9	.	4	13	1.7	-6	-10	-2	.
CN(C)CCN(C(=O)C1CCCCC1)c1nc2cc3c(cc2s1)OCCO3	.	-6	.	-8	.	5	.	-5	2
CSc1cccc(NC(=O)C2CCN(S(C)(=O)=O)CC2)c1	0.4	1	-2	-13	1.0	2	-1	-2	11
CCOC(=O)c1cc2c(=O)n3ccccc3nc2n(CCOC)c1=NC(=O)c1c(-c2c(F)cccc2Cl)noc1C	2.5	-11	5	7	0.7	0	-10	-5	1
C=CC[C@@H](CC(=O)N(CCO)Cc1ccccc1)C(=O)N[C@H](COC(=O)[C@@H](CC=C)CC(=O)OC(C)(C)C)c1ccccc1	-0.8	45	-9	-2	2.6	-2	-28	-9	8
CC(=O)c1c(C)[nH]c(C(=O)NCCc2ccccc2)c1C	2.1	7	-16	-26	1.8	5	-10	-5	36
COc1ccc(CCNC(=O)COC(=O)c2cc(Cl)nc(Cl)c2)cc1	2.1	-23	0	6	4.0	14	-8	10	7
Cc1ccc(C)c(-c2ccc(=O)n(Cc3ccc(F)cc3Cl)n2)c1	-0.7	-2	-17	-3	-0.6	2	-24	-6	2
CC(=O)c1ccc(NC(=O)CSc2nnc(-c3ccco3)o2)cc1	0.6	-11	-9	-7	2.9	6	8	-2	6
Cc1cccc(/C=N\NC(=O)c2sccc2-n2cccc2)c1	-1.2	2	-20	0	0.3	6	-19	-4	-1
CCOC(=O)c1cc(-c2cccc([N+](=O)[O-])c2)on1	0.1	-12	-11	-13	-0.3	13	19	-2	-1
COC(=O)C1=NN(C(C)=O)C2(CC(=O)N(c3cc(C)cc(C)c3)C2=O)C1 (configuration not stated)	0.7	12	3	-1	0.9	4	-10	-4	0
O=C1C2C3c4ccccc4C(c4ccccc43)[C@@H]2C(=O)N1c1ccccn1 (some centres not stated)	-2.1	-32	-11	-8	-0.7	3	-7	-5	5
O=C(O)c1ccc(N2CCCCC2)cc1	1.0	3	1	2	1.2	4	-6	-5	5
Cc1cc(CC(=O)O)n(C)c1C(=O)c1ccc(Cl)cc1	0.0	1	-3	-5	-0.2	2	-7	-4	0
COc1ccc(C(=O)NNC(=O)CSc2nnc(COc3ccccc3OC)n2C)cc1	-0.2	-1	-8	0	-0.8	8	-10	-3	2

# Screens deposited in PubChem BioAssay by The Scripps Research Institute Molecular Screening Center.
